KCNH2 3.1 block – KCNH2 3.1 (human) potassium channel inhibition; 340,000 compounds, 0.95% hits; activity change, % (tested at about 1.8 µM); U2OS KCNH2 3.1, thallium flux FluxOr; hits give low values;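 active = maximum activity change below -70%; inconclusive = maximum activity change from -70% to -50%; inactive = maximum activity change above -50%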;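 also: thallium influx rate constant from kinetic fluorescence after stimulation buffer; % is scaled to controls: 0 for no effect and ±100 for the full control effect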
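Normalized rate constant (relative to positive and negative DMSO controls) derived from a 2 min kinetic fluorescence read after stimulation; U2OS cells expressing the 3.1 isoform via virus at 1.77 x 10^8 /mL.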
Mito fusion yeast – inhibitors of mitochondrial division or activators of mitochondrial fusion | S. cerevisiae fusion-defective mutant growth rescue, CellTiterGlo 48 h | 320,000 compounds, 0.23% hits | Potency, µM (doses to about 46.1 µM), for the others: top-dose growth rescue (activation), hits mostly activators;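 also: potency is read from the fitted curve at half-maximal effect; % of control where 0% means no effect; nearly all actives have a fitted effect of over 45% in size; temperature-sensitive fusion mutants such as fzo1-1 at 37 °C on non-fermentable ethanol glycerol medium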
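Growth-rescue viability read-out: after 48 h at the non-permissive 37C in glycerol/ethanol YPEG, yeast mitochondrial fusion mutants are measured by CellTiterGlo luminescence; compounds (23 nl pinned per well) restoring growth score as division inhibitors or fusion activators.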
Eya2 inh – blocks the phosphatase activity of human Eya2 | AID 488837 | 330,000 compounds, 0.006% hits | recombinant Eya2, OMFP fluorescence dephosphorylation (OMFP is methylfluorescein phosphate) | O00167 | Potency, µM (top dose mostly 76.9 µM), for inactives: at the top dose activity, negative = inhibition, hits mostly inhibitors; also: potency is read from the fitted curve at half-maximal effect; % is scaled to controls: 0 for no effect and ±100 for the full control effect
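Eya2 (0.2 uM) preincubated 10 min at ambient with compound, then OMFP substrate added at 50 uM; 10 min reaction in 50 mM HEPES pH 7.5, 50 mM NaCl, 5 uM MgCl2, 0.05% BSA, 1 mM DTT. Fluorescence read at Ex 485/Em 525 nm.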
hERG WT inh – KCNH2 (human, wildtype) channel inhibition. AID 720551. U2OS, BacMam KCNH2, thallium flux FluxOr; hits give low values. activity change, % at 1.84 µM. Q12809. 340,000 compounds, 0.37% hits;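 active = maximum activity change below -70%; inconclusive = maximum activity change between -70% and -50%; inactive = maximum activity change above -50%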; also: % is scaled to controls: 0 for no effect and ±100 for the full control effect
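U2OS cells transduced with wild-type KCNH2 virus are loaded with FluxOr dye for 45 min, and thallium flux is measured in kinetic reads before and after stimulation buffer. Rate constants are normalized to DMSO controls.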
TRPV1 ag – activates the human vanilloid receptor TRPV1; 320,000 compounds, 0.19% hits; activation, % at 8.33 µM; AID 540275; TRPV1-expressing cells, Fluo-8 calcium influx, agonist mode; in the data active = activation above about 80%; inconclusive = between about 30% and that limit; also: 0% is about no effect
Target sequence (Q8NER1 whole entry, looked up): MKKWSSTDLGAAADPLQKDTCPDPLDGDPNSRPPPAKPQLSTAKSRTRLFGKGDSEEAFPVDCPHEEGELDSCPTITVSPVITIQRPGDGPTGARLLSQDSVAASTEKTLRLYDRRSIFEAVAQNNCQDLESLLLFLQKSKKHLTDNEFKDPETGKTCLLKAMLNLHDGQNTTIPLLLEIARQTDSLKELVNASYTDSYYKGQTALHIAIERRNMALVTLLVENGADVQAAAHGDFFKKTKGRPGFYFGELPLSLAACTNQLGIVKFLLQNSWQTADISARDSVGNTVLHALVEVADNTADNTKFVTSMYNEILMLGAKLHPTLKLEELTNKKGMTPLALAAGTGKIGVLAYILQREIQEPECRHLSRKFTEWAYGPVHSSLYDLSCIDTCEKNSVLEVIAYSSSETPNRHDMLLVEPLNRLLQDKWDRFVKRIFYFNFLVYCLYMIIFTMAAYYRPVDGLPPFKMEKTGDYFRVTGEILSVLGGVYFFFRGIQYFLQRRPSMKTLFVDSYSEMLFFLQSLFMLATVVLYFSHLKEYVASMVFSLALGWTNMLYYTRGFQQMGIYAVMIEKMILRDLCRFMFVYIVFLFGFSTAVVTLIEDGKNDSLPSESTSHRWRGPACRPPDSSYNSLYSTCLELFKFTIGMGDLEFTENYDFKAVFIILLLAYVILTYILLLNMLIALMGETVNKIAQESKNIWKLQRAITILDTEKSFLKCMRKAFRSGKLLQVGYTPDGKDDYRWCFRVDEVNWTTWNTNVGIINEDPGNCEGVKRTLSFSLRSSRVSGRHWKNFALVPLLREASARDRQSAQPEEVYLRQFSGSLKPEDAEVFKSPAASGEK
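TRPV1-expressing cells were cultured overnight at 35.5C and loaded with Fluo-8 calcium dye for 40 to 90 min at room temperature. After a 10 s baseline, compound was added and calcium influx was read kinetically for 3 min (ex 480/em 520 nm).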
TCR activator – activates T cell receptor signaling; AID 504894; 330,000 tested, under 10 active; Potency, µM (highest dose often 9.22 µM), for the others: at the top dose activation of IL-2 secretion, actives largely listed as activators; primary human leukocytes, anti-CD3, IL-2 HTRF, 48 h; also: % of control where 0% means no effect
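Using a-CD3 beads without co-stimulation, primary human leukocytes were exposed to compounds for 48 hr. An HTRF IL-2 kit measured the cytokine, with europium-to-d2 energy transfer producing emission at 665nm upon 320nm excitation.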
AT treatment – candidate therapy for ataxia-telangiectasia. […] A-T fibroblasts, KAP-1 phosphorylation AlphaLISA; neocarzinostatin DNA damage 30 min before lysis. Potency, µM (top dose mostly 57.5 µM), without a hit: at the top dose activation, hits mostly activators. 320,000 compounds, 0.19% hits. AID 485349; also: potency is read from the fitted curve at half-maximal effect; % of control where 0% means no effect; nearly all actives have a fitted effect of over 45% in size
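hTERT-immortalized A-T patient fibroblasts ([…]), 500 cells/well in OPTI-MEM, 1% FBS, got compounds for 60 min, then NCS for 30 min at 37C. Lysates were then assayed for phospho-KAP-1 by AlphaLISA (anti-pKAP1 donor, anti-KAP1 acceptor beads), 6 hr at 25C.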
USP2a block – USP2a (human) protease inhibition. O75604. USP2 core, Ub-CHOP2 coupled fluorogenic reporter, 485/531. Potency, µM (doses to about 38.3 µM), without a hit: top-dose activity change, negative = inhibition, hits mostly inhibitors. 330,000 compounds, 0.01% hits. AID 463254;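 also: potency is read from the fitted curve at half-maximal effect; plate controls were DMSO wells for no effect and full inhibition by NEM control for full effect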
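Cell-free coupled assay: 10nM USP2 core preincubated 30min RT with compound in Tris-HCl pH 8.0/CaCl2/CHAPS buffer, then 25nM Ub-CHOP2 and 25nM reporter substrate; fluorescence (Ex 485/Em 531) read after 60min RT, normalized to NEM inhibition, concentration-response curves fitted.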
ELG1 repair inh – inhibitors of ELG1-dependent DNA repair in HEK293T cells | 330,000 compounds, 2.3% hits | HEK293T ELG1-luciferase reporter, luminescence, 16 h; DNA damage induced by 5-fluorouridine | Potency, µM (titrated, usually from 46.1 µM), without a hit: at the highest dose activity change, negative = inhibition, actives largely listed as inhibitors; also: potency is read from the fitted curve at half-maximal effect; % is scaled to controls: 0 for no effect and ±100 for the full control effect; nearly all actives have a fitted effect of over 55% in size
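Quantitative HTS, concentration-response format. 2,000 cells/well co-treated with 5-fluorouridine and compound, 16 hr in 5% CO2 at 37 °C; ONE-Glo luminescence read after 30 min.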
TSHR antagonist – antagonists of human thyroid stimulating hormone receptor. TSHR-expressing cells, TSH-stimulated cAMP HTRF, 2 h; hits give low values. activity change, negative = inhibition, % at 11.5 µM. 330,000 compounds, 0.2% hits. AID 504810;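 active = activity change below a set negative limit, meaning inhibition stronger than a set level, cut at about -70% in these data; inconclusive = activity change between two set negative limits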; also: % is scaled to controls: 0 for no effect and ±100 for the full control effect
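TSHR-expressing cells, 200/well, pre-treated with compound, then stimulated with EC80 TSH (4nM final) for 2 hours at 37 deg C. cAMP measured by competitive HTRF: anti-cAMP cryptate antibody in lysis buffer plus cAMP-d2, read after 30 minutes at room temperature.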
Active calls of the source: *; ? = inconclusive; . = not tested or not shown; [ ] = remark or other dose. Unless noted, calls follow the shape of the dose curve; as a rule, active = well fitted curve in the direction sought with a large enough effect; inconclusive = small, poorly fitted or top-dose-only effect, or another doubt; inactive = no such curve, though single readings can be large; an effect the other way counts as inactive or inconclusive.

Results follow in this order: KCNH2 3.1 block	Mito fusion yeast	Eya2 inh	hERG WT inh	TRPV1 ag	TCR activator	AT treatment	USP2a block	ELG1 repair inh	TSHR antagonist
Clc1ccccc1SCc1nc2ccccc2[nH]1
  -13.5	10.9%	-21.1%	4.2	?	1.8%	11.8%	-1.3%	?	-5.7
CCCC(C)NCC(=O)Nc1ccccc1-c1ccccc1 (stereo not drawn)
  5.2	3.4%	-4.1%	-0.2	-0.6	-1.5%	0.6%	-0.9%	-8.0%	-7.4
CN(C(=O)/C=C/c1ccccc1)C1CCS(=O)(=O)C1 (stereo not drawn)
  3.7	-0.3%	2.6%	1.1	1.2	1.2%[46.1 µM]	-9.9%	1.4%	11.3%	28.0
COC(=O)c1ccc(NC(=O)C2CC(=O)N(c3ccc(C)cc3)C2)cc1 (stereo not drawn)
  -5.7	-0.5%	-6.6%	-5.8	1.9	-2.6%[46.1 µM]	.	0.6%	?	-4.0
CCCc1cc(=O)oc2cc(OCC(=O)NCCCN3CCOCC3)c(Cl)cc12
  18.4	6.6%	3.2%	1.5	-1.0	12.3%	5.8%	0.7%	7.3%	7.3
COc1ccccc1CNS(=O)(=O)c1ccc(-n2cnnn2)c(C)c1
  6.7	3.4%	-10.2%	7.3	0.9	-6.7%	-9.5%	1.4%	6.1%	.
Cc1ccc(C(=O)NNC(=O)c2cc3cc4ccccc4nc3s2)cc1
  -14.6	2.4%	16.3%	-34.5	0.3	-4.9%	-0.3%	-0.9%	-4.6%	1.7
COC(=O)C1C2C=CC3(CN(CCc4ccccc4)C(=O)C13)O2 (stereo not drawn)
  -1.6	-5.8%	2.3%	6.9	1.7	-3.8%[46.1 µM]	.	2.5%	1.2%	14.6
CC(C)C(NC(=O)c1cccs1)C(=O)NC1=NCCS1 (stereo not drawn)
  -2.2	-1.2%	2.1%	-4.1	.	3.7%	-10.8%	1.6%	0.4%	-1.7
NC(=O)c1nn(-c2ccc(Oc3ccccc3)cc2)c(=O)cc1O
  12.2	4.6%	8.1%	2.3	0.7	-8.0%	1.1%	-0.5%	11.1%	-6.6
CCOC(=O)c1c(-c2ccc(C)o2)csc1NC(=S)NC(=O)c1ccc(F)cc1
  3.2	-5.4%	-7.2%	16.7	8.5	-1.1%[46.1 µM]	9.2%	-0.3%	-12.1%	-19.3
CCc1ccccc1NC(=S)N(CCOC)C(C)c1ccco1 (stereo not drawn)
  2.8	-5.1%	1.7%	0.8	-2.6	-0.5%	22.7%	-2.0%	-5.2%	2.1
O=C(N/N=C/c1ccco1)c1cccc(N2CCCC2=O)c1
  -11.7	-4.6%	3.8%	-0.9	-2.6	2.3%[46.1 µM]	0.9%	-2.3%	?	7.0
C=C(C)[C@@H]1CC=C(C(=O)O)CC1
  4.4	8.5%	12.1%	4.3	-4.1	7.3%	-10.8%	-6.2%	-1.9%	-8.4
COc1ccccc1NC(=O)Nc1nc(CC(=O)Nc2ccc(F)cc2)cs1
  -7.5	6.5%	0.5%	2.2	-0.1	-5.0%	6.1%	-1.6%	?	-10.6
O=C(CNC(=O)c1ccco1)NCCCc1ccccc1
  13.4	-2.6%	-5.0%	11.3	-2.0	2.4%	-3.7%	-0.5%	5.8%	22.7
COc1ccc(C2/C(=C(/O)c3ccc(S(=O)(=O)N4CCOCC4)cc3)C(=O)C(=O)N2CCN2CCOCC2)cc1 (stereo not drawn)
  -9.9	2.6%	-16.4%	3.2	0.8	-2.7%	4.1%	3.9%	6.9%	3.4
CCOC(=O)c1cc(CC)sc1N
  8.2	-3.8%	-10.8%	-7.9	-2.1	-6.1%	-11.5%	-0.6%	15.0%	19.4
CN(Cc1cccnc1)C(=O)CCCc1c[nH]c2ccccc12
  3.8	2.5%	-4.9%	-0.5	-1.0	3.0%	-2.3%	3.9%	-19.7%	-1.4
O=[N+]([O-])c1cc(Cl)cc(C2=NCCN2)c1
  -18.3	4.0%	4.9%	4.2	5.4	6.0%	.	2.8%	-6.0%	1.8

The results go on.
Results follow in this order: KCNH2 3.1 block	Mito fusion yeast	Eya2 inh	hERG WT inh	TRPV1 ag	TCR activator	AT treatment	USP2a block	ELG1 repair inh	TSHR antagonist
CCCSc1nnc(NC(=O)CCc2ccccc2)s1
  -23.4	-2.2%	13.2%	.	0.9	4.8%	6.2%	1.1%	14.2%	-10.3
COc1cccc(NC(=O)C2CCN(S(=O)(=O)c3ccc4c(c3)NC(=O)C(C)S4)CC2)c1 (stereo not drawn)
  4.8	0.9%	5.2%	2.8	4.9	-2.7%	-8.2%	2.8%	-23.2%	-9.3
COCCN(CCOC)S(=O)(=O)c1ccc(C(=O)Nc2ccc(S(=O)(=O)Nc3nccc(C)n3)cc2)cc1
  2.8	-7.3%	-9.9%	-4.1	0.4	1.2%	3.1%	1.7%	15.6%	0.9
Cc1cc(=O)oc2cc(NC(=O)C3CCCC3)ccc12
  -2.0	10.8%	6.3%	8.7	-6.8	-0.2%	-1.0%	1.6%	?	-6.2
CCOc1cc(/C=C(\C#N)c2[nH]nc(N)c2C#N)ccc1O
  15.3	-2.3%	-2.9%	-9.5	-2.6	2.0%	.	0.3%	-12.3%	-6.1
CCOC(=O)c1cnc2nc(C(F)(F)F)[nH]n2c1=O
  -7.5	1.2%	10.4%	0.3	1.9	.	1.1%	3.2%	10.9%	5.0
CC(C(=O)c1ccc(-c2ccccc2)cc1)[n+]1ccccc1 (stereo not drawn)
  -5.0	-8.0%	14.3%	-15.5	-0.8	-2.9%	0.7%	0.5%	2.7%	3.1
CC(Sc1nncs1)C(=O)NC1CCCCC1C (stereo not drawn)
  14.8	1.6%	9.7%	-1.4	-1.1	1.2%	7.4%	0.0%	10.2%	-6.1
Nc1nc(NCc2ccccc2)nc(Nc2ccc(F)cc2)c1[N+](=O)[O-]
  -8.9	-3.2%	-1.5%	-10.7	-4.9	1.3%	-2.9%	2.7%	9.3%	-2.9
CCOc1ccc(-c2nnc(-c3ccc(OC)cc3)o2)cc1
  -4.7	3.9%	0.5%	-22.4	-1.0	-8.0%[46.1 µM]	.	1.4%	?	-20.3
COc1cc(/C=N/NC(=O)c2cc[n+]([O-])cc2)cc(OC)c1OC
  -2.1	-1.9%	-14.6%	-11.5	2.7	.	-5.7%	-1.1%	-2.6%	11.8
Cc1ccc(S(=O)(=O)NCCSCc2ccccc2)cc1
  13.0	-2.1%	12.6%	4.4	8.4	-14.8%	-6.3%	10.1%	-0.9%	13.3
CN=C(Cc1ccccc1)C1=C(O)CC(C)(C)CC1=O
  28.8	-5.2%	2.1%	-4.5	0.9	1.8%	-1.3%	1.2%	-9.7%	3.1
Cc1nnc(SCCn2c(N3CCCCC3)nc3c2c(=O)[nH]c(=O)n3C)s1
  3.2	-6.6%	12.1%	9.7	-1.3	-4.2%	-7.0%	1.9%	5.9%	14.2
Cc1ccc(S(=O)(=O)c2c(C)nn(C(C)(C)C)c2OC(=O)c2ccc(Br)o2)cc1
  0.9	4.6%	4.2%	4.0	10.8	-1.8%	-1.4%	3.0%	-23.9%	24.5
CS(=O)(=O)N1CCN(c2ccccc2NC(=S)NC(=O)c2cccs2)CC1
  4.5	0.8%	-2.9%	3.4	-7.7	-0.5%	2.7%	-0.2%	?	11.0
O=C(c1ccco1)N1CCN(C2CC(=O)N(c3ccc(F)c(Cl)c3)C2=O)CC1 (stereo not drawn)
  10.1	-12.5%	3.1%	5.5	0.4	-13.5%	-8.8%	-0.4%	29.2%	-6.5
Cc1ccc(Cn2c(NC(=O)c3ccco3)nc3ccccc32)cc1
  -25.4	1.2%	1.7%	1.8	?	-6.4%	-10.8%	-3.0%	?	6.8
COC(=O)CCC(=O)OC1(C)C(=O)C2=CN(CC3CC3)C(c3ccc(OC)cc3)=CC2=C(Br)C1=O (stereo not drawn)
  21.7	-1.8%	14.7%	-2.7	3.5	0.3%	-16.1%	0.9%	-0.4%	-9.2
O=C(Nc1sc2c(c1C(=O)NCCCO)CCCC2)c1ccccc1
  4.0	13.4%	3.9%	-12.7	16.5	1.5%	?	-5.1%	?	12.1
COc1ccc(NC(=O)C(C)N=C2NS(=O)(=O)c3ccccc32)cc1S(N)(=O)=O (stereo not drawn)
  8.3	-1.0%	-15.5%	5.0	0.4	-12.5%	1.2%	-0.1%	13.6%	6.7

Reprinted at random: 2 compounds from above, in no set order.
Results follow in this order: KCNH2 3.1 block	Mito fusion yeast	Eya2 inh	hERG WT inh	TRPV1 ag	TCR activator	AT treatment	USP2a block	ELG1 repair inh	TSHR antagonist
CCCSc1nnc(NC(=O)CCc2ccccc2)s1
  -23.4	-2.2%	13.2%	.	0.9	4.8%	6.2%	1.1%	14.2%	-10.3
Cc1ccc(S(=O)(=O)NCCSCc2ccccc2)cc1
  13.0	-2.1%	12.6%	4.4	8.4	-14.8%	-6.3%	10.1%	-0.9%	13.3

Screens (PubChem)

These rows are one share of the data; count on the stated rates, not on these rows.
